# Screens: PubChem, National Center for Advancing Translational Sciences (NCATS)
# MLL CXXC-DNA inh – blocks binding of human MLL CXXC domain to DNA; Q03164; MLL-CXXC / FITC-HOXA9 DNA fluorescence polarization; Potency, µM (top dose mostly 115 µM), for inactives: at the highest dose activity change, negative = inhibition, actives largely listed as inhibitors; 290,000 tested, 0.037% active; AID 2662; active = well fitted inhibition curve with a large enough effect in the polarisation, with a control signal flat, not every such curve was filed as active; inconclusive = small, poorly fitted or top-dose-only effect, or effect the other way, or a change in a side signal; inactive = no such curve, though single readings can be large or run the other way; the % refers to the polarisation; also: potency is read from the fitted curve at half-maximal effect
#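 Fluorescence polarization: 7 uM MLL-CXXC (stock) preincubated 5 min with compounds, then 50 nM fluorescein-HOX-A9 DNA (stock) added; 30 min ambient. Buffer 50 mM Tris-HCl pH 7.5, 50 mM NaCl, 1 mM DTT, 0.05% BSA.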
# PTAP TSG101 blk – blocks PTAP/TSG101 interaction to inhibit HIV-1 budding. Q99816. Fluorescence polarization, FITC-PTAP peptide / Tsg101 binding. Potency, µM (doses to about 115 µM), for the others: top-dose activity change, negative = inhibition, most hits filed as inhibitors. 340,000 tested, under 10 active. AID 493005; active = well fitted inhibition curve with a large enough effect in the main read-out, with a control signal flat, not every such curve was filed as active; inconclusive = small, poorly fitted or top-dose-only effect, or effect the other way, or a change in a side signal; inactive = no such curve, though single readings can be large or run the other way; also: potency is read from the fitted curve at half-maximal effect; % of control where 0% means no effect
# Target sequence (Q99816 whole entry, looked up): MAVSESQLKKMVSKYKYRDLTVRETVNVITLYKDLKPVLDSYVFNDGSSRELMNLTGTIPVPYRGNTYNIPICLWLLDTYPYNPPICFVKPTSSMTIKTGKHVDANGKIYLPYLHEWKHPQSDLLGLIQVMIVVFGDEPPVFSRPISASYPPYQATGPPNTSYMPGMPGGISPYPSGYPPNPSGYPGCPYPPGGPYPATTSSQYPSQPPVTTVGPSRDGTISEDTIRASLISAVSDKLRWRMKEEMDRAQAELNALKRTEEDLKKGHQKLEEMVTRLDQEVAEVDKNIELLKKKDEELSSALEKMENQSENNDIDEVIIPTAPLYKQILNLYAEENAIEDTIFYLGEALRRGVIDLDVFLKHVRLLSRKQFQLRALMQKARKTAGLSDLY
#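 Compounds were pin-transferred onto Tsg101 binding domain (10 uM final) in HEPES pH 7.5 buffer, then FITC-PTAP peptide was added at 50 nM final. After 20 min at RT, polarization reported peptide displacement across a qHTS concentration series.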
# BRCA1 expr up – increases BRCA1 expression | 380,000 tested, 1.1% active | MCF7-BRCA1-FFLuc reporter, luminescence, 48 h; response scale: scaled: vehicle 0%, 10 µM genistein 100% | AID 624202 | Potency, µM (highest dose often 46.1 µM), for inactives: at the top dose activation, usual class: activators; also: potency is read from the fitted curve at half-maximal effect; nearly all actives have a fitted effect of over 80% in size; some results filed as inactive show a strong effect at the top dose
#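 Activators of BRCA1 expression were detected as increased firefly luciferase luminescence in engineered MCF7 cells after 48 h compound incubation. Signals were scaled to genistein 10 microM as full activation.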
# B2AR arrestin – recruits beta-arrestin to the human beta2-adrenergic receptor; Potency, µM (highest dose often 46.1 µM), for inactives: at the highest dose activation, hits mostly activators; P07550; 330,000 tested, 0.02% active; beta-arrestin recruitment to beta2AR, cell-based reporter;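 also: potency is read from the fitted curve at half-maximal effect; 0% = DMSO controls and full agonism = EC100 isoproterenol or metaproterenol; nearly all actives have a fitted effect of over 65% in size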
# Target sequence (P07550 whole entry, looked up): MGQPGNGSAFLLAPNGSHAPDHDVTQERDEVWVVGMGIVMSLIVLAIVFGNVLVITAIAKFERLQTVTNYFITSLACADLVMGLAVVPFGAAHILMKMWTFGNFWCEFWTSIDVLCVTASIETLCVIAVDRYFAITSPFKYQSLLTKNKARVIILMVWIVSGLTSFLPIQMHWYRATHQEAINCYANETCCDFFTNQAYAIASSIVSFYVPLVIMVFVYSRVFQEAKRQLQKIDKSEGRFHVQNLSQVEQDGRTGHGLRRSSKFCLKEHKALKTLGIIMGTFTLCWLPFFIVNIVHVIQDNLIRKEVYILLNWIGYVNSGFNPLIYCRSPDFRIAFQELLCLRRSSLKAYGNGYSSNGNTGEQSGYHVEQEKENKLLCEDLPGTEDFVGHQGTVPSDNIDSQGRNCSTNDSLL
# TCR activator – activates T cell receptor signaling | primary human leukocytes, anti-CD3, IL-2 HTRF, 48 h | Potency, µM (top dose mostly 9.22 µM), inactives show at the top dose activation of IL-2 secretion, hits mostly activators | 330,000 tested, under 10 active | AID 504894; also: % of control where 0% means no effect
#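 Primary human leukocytes were stimulated with a-CD3 beads plus compounds for 48 hr without co-stimulation; secreted IL-2 was quantified by HTRF using a-IL-2-K (europium cryptate) and a-IL-2-d2, excited at 320nm with acceptor emission read at 665nm.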
# A-T KAP1 phos – candidate therapy for ataxia-telangiectasia. 320,000 tested, 0.19% active. […] A-T fibroblasts, KAP-1 phosphorylation AlphaLISA; neocarzinostatin DNA damage 30 min before lysis. Potency, µM (series often up to 57.5 µM), inactives show at the highest dose activation, usual class: activators. AID 485349; also: potency is read from the fitted curve at half-maximal effect; % of control where 0% means no effect; nearly all actives have a fitted effect of over 45% in size
#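 ATM-like activity read as KAP-1 phosphorylation via AlphaLISA donor/acceptor antibody pairs after lysis and 6 hr at 25C. Cells were ATM-null patient fibroblasts ([…], hTERT), dosed 60 min, then exposed to the DSB inducer NCS for 30 min.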
# a7 integrin act – activates integrin-mediated alleviation for muscular dystrophy | Potency, µM (highest dose often 38.3 µM), for the others: at the highest dose activation, actives largely listed as activators | AID 624291 | alpha7betagal myoblasts, beta-gal FDG fluorescence, 48 h | 350,000 tested, 0.064% active;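 also: potency is read from the fitted curve at half-maximal effect; 100% = response of the positive control SU9516; nearly all actives have a fitted effect of over 60% in size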
#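 alpha7betagal+/- myoblasts (passage 13, 250/well) treated 48 h at 37C with compounds at 1:260 dilution of DMSO stock. Lysed, then beta-galactosidase activity read as FDG fluorescence (ex 480/em 540) after 30 min, with pre-read for autofluorescence.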
# p53 reactivation – mutant p53 re-activation in reporter cells. H1299 p53-A138V BP100-luciferase reporter, luminescence, 24 h. Potency, µM (titrated, usually from 92.2 µM), for the others: at the top dose activity change, positive = activation, most hits filed as activators. 320,000 tested, 0.063% active. AID 504706; also: potency is read from the fitted curve at half-maximal effect; % of control where 0% means no effect; nearly all actives have a fitted effect of over 45% in size
#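 p53-null H1299 cells stably carrying temperature-sensitive p53-A138V and a BP100-luciferase reporter were pinned with compounds (4-point, 1:5 series) and held 24 hrs at 37 deg C. Luminescence was read 10 min after detection reagent.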
# ELG1 repair inh – ELG1-dependent DNA repair inhibition. AID 504467. Potency, µM (doses to about 46.1 µM), for inactives: top-dose activity change, negative = inhibition, hits mostly inhibitors. HEK293T ELG1-luciferase reporter, luminescence, 16 h; DNA damage induced by 5-fluorouridine. 330,000 tested, 2.3% active; also: potency is read from the fitted curve at half-maximal effect; % is scaled to controls: 0 for no effect and ±100 for the full control effect; nearly all actives have a fitted effect of over 55% in size
#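 Step one: seed 2,000 cells per well. Step two: pin-transfer compound or DMSO alongside 5-fluorouridine. Step three: incubate 16 hr, 37 °C, 5% CO2. Step four: add ONE-Glo, wait 30 min, read luminescence.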
# TRPV1 ag – activates the human vanilloid receptor TRPV1 | Q8NER1 | TRPV1-expressing cells, Fluo-8 calcium influx, agonist mode | activation, % at 8.33 µM | 320,000 tested, 0.19% active; in the data active = activation above about 80%; inconclusive = between about 30% and that limit; also: 0% is about no effect
#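 TRPV1-expressing cells were cultured overnight at 35.5C and loaded with Fluo-8 calcium dye for 40 to 90 min at room temperature. After a 10 s baseline, compound was added and calcium influx was read kinetically for 3 min (ex 480/em 520 nm).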
# Starred values were filed as active, the others as inactive; ? = inconclusive; nt = no result given; & = joins results of further samples; [ ] = another dose, or the depositor's remark. Unless noted, calls follow the shape of the dose curve; as a rule, active = well fitted curve in the direction sought with a large enough effect; inconclusive = small, poorly fitted or top-dose-only effect, or another doubt; inactive = no such curve, though single readings can be large; an effect the other way counts as inactive or inconclusive.
SMILES,MLL CXXC-DNA inh,PTAP TSG101 blk,BRCA1 expr up,B2AR arrestin,TCR activator,A-T KAP1 phos,a7 integrin act,p53 reactivation,ELG1 repair inh,TRPV1 ag
NC(=O)NC(=O)CSc1nnc(-c2ccco2)n1Cc1ccccc1,-9.5%,-3.8%,1.9%,-0.8%,9.3%,9.7%,21.3%,-9.8%,1.5%,0.1
O=C(CNCC1CCCO1)Nc1ccccc1N1CCCCCC1 (configuration not stated),0.6%,-6.1%,-23.4%,2.1%,nt,10.1%,-38.0%,0.5%,-2.9%,22.1
CNc1nc(-c2ccccc2)cc(C(F)(F)F)c1C#N,9.3%,-12.2%,-48.3%,-3.8%,-14.5%,-2.3%,-1.8%,1.8%,-24.8%,-0.1
CC(C)(C)OC(=O)NCCc1nnc(SCc2ccc(Cl)cc2Cl)o1,-2.5%,-3.9%,-31.7%,-0.4%,-1.8%,3.1%,-12.5%,-3.7%,-19.3%,22.9
Cc1cc2nnc(SC3CCCCN(C(=O)c4ccc(F)cc4)C3=O)n2c2ccccc12 (configuration not stated),2.4%,-7.9%,-0.9%,0.4%,-1.9%,-13.3%,4.1%,1.0%,17.6%,1.1
COc1cccc(CNC(=O)c2cccc(S(=O)(=O)N3CCN(c4ccc(F)cc4)CC3)c2)c1,nt,-1.5%,-40.0%,0.3%,0.8%,-1.3%,8.8%,0.2%,?,2.8
C=CC[C@@H](CC(=O)N(CCO)Cc1ccccc1)C(=O)N[C@H](COC(=O)[C@@H](CC=C)CC(=O)OC(C)(C)C)c1ccccc1,nt,-4.5%,9.5%,-0.1%,5.1%,14.5%,4.5%,8.1%,?,nt
Cc1ccc(C(=O)NC2CCC(C)CC2)o1 (configuration not stated),nt,-3.6%,76.7%,0.0%,-0.4%,9.4%,10.3%,9.8%,?,16.5
O=C1CC(=O)N(Cc2ccco2)C(=O)N1,10.2%,-3.3%,-0.1%,0.0%,-2.5%,-0.5%,15.0%,0.0%,-0.4%,0.3
Cc1oc2ccc(O)cc2c1C(=O)c1ccc([N+](=O)[O-])cc1,6.2%,-4.6%,8.3%,-4.3%,0.7%[46.1 µM],-2.1%,5.7%,5.7%,?,-2.8
O=C(NCC(=O)N1CCCC1)c1ccc(Br)o1,-13.5%,-2.9%,24.0%,0.2%,3.9%,11.1%,26.5%,13.6%,14.0%,1.7
Cc1cc2c(cc1S(=O)(=O)NCc1ccccc1)n(C)c(=O)c(=O)n2C,nt,0.6%,7.1%,-0.1%,8.2%,22.4%,-6.1%,nt,21.7%,1.1
CCCCN(CCCC)C(=O)c1cc2ccccc2c(=O)o1,-2.6%,0.0%,-4.3%,-0.3%,1.1%[46.1 µM],-13.4%,-36.7%,6.9%,-15.7%,9.8
CCN1CCN(S(=O)(=O)c2cc(OC)ccc2OC)CC1,2.7%,nt,-31.4%,-0.1%,nt,-2.8%,-1.1%,1.8%,7.8%,0.8
O=C(Nc1ccccc1)Nc1ccccn1,-8.0%&0.3%,-2.8%,54.8%,-0.3%&-0.3%,6.3%,1.0%&6.6%,11.0%,?,?,2.7&6.5
Cc1noc(C)c1COC(=O)CCc1nc2ccccc2s1,-16.2%,-11.4%,0.0%,0.0%,-2.3%,7.6%,-5.3%,?,?,-2.4
Cc1cccnc1CCNC(=O)CCc1nnc(CCc2ccccc2)o1,-19.4%,1.4%,0.0%,-0.3%,-2.4%,-0.3%,4.4%,2.7%,10.8%,0.1
COc1ccc(CCNC(=O)CCc2ccsc2)cc1OC,3.5%,-0.1%,-4.0%,-0.2%,1.9%,-7.0%,-16.3%,-9.5%,8.1%,9.6
Cc1ccc2nsnc2c1N,-3.5%,-2.7%,-22.5%,-0.5%,nt,-1.1%,-0.4%,-1.2%,-5.7%,-1.6
Cc1cc(C)cc(-n2nnnc2SCC(=O)Nc2nc(-c3ccc(Cl)cc3)cs2)c1,-4.1%,0.2%,-8.2%,-0.4%,1.9%,-6.8%,-34.1%,-6.7%,-1.8%,-3.8
CN(CCCNC(=O)c1ccc(N2CCCC2=O)cc1)c1ccccc1,-8.0%,-2.8%,-9.9%,-0.8%,3.4%[46.1 µM],1.0%,-16.0%,0.2%,-10.1%,-1.3
CC(C)CC(=O)Nc1ccccc1-c1nnn(CC(=O)N2CCc3ccccc3C2)n1,2.2%,-2.9%,-7.7%,-0.3%,-2.1%,-1.3%,-39.2%,4.5%,0.4%,26.2
CCN(CC)C(=O)C12CC3CC(CC(Br)(C3)C1)C2,3.8%,-4.6%,0.0%,-0.3%,-4.5%,1.7%,-8.6%,1.3%,11.7%,9.4
CCN1CCN(c2ccc(S(=O)(=O)N3CCCCC3)cc2NC(=O)C(C)Oc2ccc(F)cc2)CC1 (configuration not stated),nt,0.2%,-31.7%,0.0%,-1.0%,14.1%,1.5%,4.5%,nt,?
C/C(=N\OC(=O)Nc1ccc(Cl)cc1)c1ncc(C(F)(F)F)cc1N1CCOCC1,3.7%,-10.7%,42.5%,0.1%,1.5%,-0.4%,16.9%,19.1%,?,11.6
SMILES,MLL CXXC-DNA inh,PTAP TSG101 blk,BRCA1 expr up,B2AR arrestin,TCR activator,A-T KAP1 phos,a7 integrin act,p53 reactivation,ELG1 repair inh,TRPV1 ag
CC(C)Oc1ccc(C(=O)Nc2ccc(C(F)(F)F)n(C)c2=O)cc1,4.2%,-4.0%,16.6%,-0.2%,0.8%[46.1 µM],1.5%,7.2%,?,?,0.6
Cc1c(C(=O)N2CCCCC2)c(S(=O)(=O)NCc2ccc(F)cc2)c(C)n1C,-1.2%,-1.3%,0.0%,0.2%,-6.3%,-8.5%,?,-4.4%,0.5%,2.0
O=C(Nc1cccc(S(=O)(=O)N2CCCCCC2)c1)c1cc(=O)c2ccccc2o1,-4.6%,-4.7%,-46.7%,-0.1%,1.2%,9.2%,-58.9%[inhibitor],-3.5%,11.6µM*,23.4
Cc1nnc(NC(=O)CN2C(=O)c3ccccc3S2(=O)=O)s1,0.1%,-1.7%,-7.7%,-0.1%,2.3%,nt,4.5%,-0.1%,15.0%,-3.8
O=C1C(Cl)=C(N2CCCCCC2)C(=O)N1c1ccc(Cl)cc1,0.4%,5.5%,3.5%,-0.2%,nt,8.4%,-8.4%,2.7%,10.5%,-2.0
CC(=O)Nc1ccc(NS(=O)(=O)c2cc([N+](=O)[O-])ccc2C)cc1,16.8%,3.6%,-38.0%,0.0%,0.7%,-2.7%,3.7%,0.4%,4.1%,1.4
CCCCc1c(C)nc2cc(-c3ccco3)[nH]n2c1=O,-12.8%,0.1%,?,-0.1%,3.9%,-7.1%,35.9%,12.4%,?,12.0
CCOC(=O)N1CCN(C(=O)Cn2cc3c(n2)CCCC3)CC1,7.7%,-2.5%,9.4%,-0.4%,0.2%,3.4%,20.4%,-5.8%,22.6%,-3.0
O=C(N[C@@H]1C/C=C\C[C@H](CC(=O)N(CCO)Cc2ccccc2)C(=O)N[C@@H](Cc2c[nH]c3ccccc23)COC1=O)OCC1c2ccccc2-c2ccccc21,nt,-3.5%,-32.0%,0.5%,1.4%,6.4%,-0.4%,-0.6%,?,nt
CCOc1ccc(CN2C(=O)c3ccccc3C2=O)cc1C(=O)O,?,-1.7%,-4.5%,-1.2%,2.8%,3.5%,-1.8%,-6.7%,5.5%,4.0
COc1ccccc1N1CCN(Cc2cc3c(cc2Br)OCCO3)CC1,2.6%,-0.4%,-39.3%,0.2%,1.5%,-8.4%,-13.5%,1.7%,-10.9%,8.7
CCc1ccc(C2=NN(CCC(=O)NCc3cccs3)C(=O)CC2)cc1,-2.3%,-2.5%,11.6%,0.0%,-1.2%,1.7%,3.0%,-4.8%,-5.2%,21.3
Cc1ccc(S(=O)(=O)N(C)CC(=O)NC2CCCC2)cc1,-3.9%,1.0%,-13.8%,-0.2%,-65.8%,5.9%,2.2%,-4.4%,-0.9%,0.9
COC(=O)c1ccc(N/C=C/C(=O)c2ccccc2)cc1,17.4%,-3.5%,?,-0.4%,-14.5%,0.4%,8.0%,nt,?,10.1
Cc1nc(C)c(NC(=O)N2CCc3ccccc32)cc1NC(=O)N1CCc2ccccc21,12.6%,1.5%,-50.2%,0.2%,5.1%,0.6%,3.0%,-0.2%,-5.8%,-0.1

# Among those listed so far, these have a thiophene ring, fused or not.
SMILES,MLL CXXC-DNA inh,PTAP TSG101 blk,BRCA1 expr up,B2AR arrestin,TCR activator,A-T KAP1 phos,a7 integrin act,p53 reactivation,ELG1 repair inh,TRPV1 ag
COc1ccc(CCNC(=O)CCc2ccsc2)cc1OC,3.5%,-0.1%,-4.0%,-0.2%,1.9%,-7.0%,-16.3%,-9.5%,8.1%,9.6
CCc1ccc(C2=NN(CCC(=O)NCc3cccs3)C(=O)CC2)cc1,-2.3%,-2.5%,11.6%,0.0%,-1.2%,1.7%,3.0%,-4.8%,-5.2%,21.3
